Compound activity as filed in PubChem.
Vif-APOBEC3F blk: Vif-A3F binding inhibition; HeLa A3F-eYFP + Vif (tagged APOBEC3F with the HIV-1 protein that degrades it), YFP fluorescence increase; Potency, µM (highest dose often 46.1 µM), inactives show at the highest dose activity, negative = active; actives 0.2% (n = 390,000); also: potency is read from the fitted curve at half-maximal effect; % of control where 0% means no effect; nearly all actives have a fitted effect of over 65% in size
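HeLa cells stably expressing A3F-eYFP plus Vif, plated and incubated overnight at 37 deg C, then exposed to compounds overnight at 37 deg C. Blocked degradation read as raised yellow fluorescence (Ex 488/Em 500-530).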
LDHA inh: inhibitors of human lactate dehydrogenase A. AID 1347041. purified LDHA, NADH/diaphorase-resazurin fluorescence; active compounds read low. actives 0.15% (n = 480,000). P00338. activity change, % (values are at about 110 or 230 µM); in the data active = activity change below about -30%; inconclusive = mostly about -25% to -30%;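 also: plate controls were DMSO wells for no effect and wells without enzyme for full effect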
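Enzyme activity of human lactate dehydrogenase 5 (2 nM; 0.06 mM NADH, 0.2 mM pyruvate, 5 min, RT) is measured via a resazurin/diaphorase fluorescence readout of residual NADH.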
12-LOX inh: inhibitors of human 12S-lipoxygenase ALOX12; actives 1.1% (n = 580,000); purified 12hLO, xylenol orange hydroperoxide absorbance; Potency, µM (series often up to 108 µM), without a hit: top-dose activity change, negative = inhibition, usual class: inhibitors; P18054; also: potency is read from the fitted curve at half-maximal effect; % is scaled to controls: 0 for no effect and ±100 for the full control effect
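Purified human 12hLO at 150 nM in 25 mM Hepes, 0.01% Triton X-100, pH 7.0, preincubated 15 min at room temperature with compound. Reaction started with 40 uM arachidonic acid, 30 min at room temperature. Hydroperoxide measured by Fe-xylenol orange, 573/405 nm absorbance ratio.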
GRP78 ERSR act: induces the endoplasmic reticulum stress response in human glioma cells. U87-MG GRP78 promoter luciferase reporter, 16 h. AID 602332. Potency, µM, without a hit: top-dose activation, usual class: activators. actives 0.02% (n = 420,000); also: potency is read from the fitted curve at half-maximal effect; series mostly up to about 76 µM; % of control where 0% means no effect; nearly all actives have a fitted effect of over 35% in size
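Stably transfected U87-MG glioma cells carrying a GRP78-based luciferase sensor; 16 h compound incubation. Luminescence end-point read 10 min after Bright-Glo addition at room temperature.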
RGS4 inh: inhibitors of human regulator of G protein signaling 4. P49798. Transcreener GDP fluorescence polarization, RGS4-accelerated GTP hydrolysis. Potency, µM (top dose mostly 114 µM), inactives show top-dose activity change, negative = inhibition, actives largely listed as inhibitors. actives 0.039% (n = 390,000); also: potency is read from the fitted curve at half-maximal effect; % is scaled to controls: 0 for no effect and ±100 for the full control effect; nearly all actives have a fitted effect of over 75% in size; some results filed as inactive show a strong effect at the top dose
Target sequence (P49798 whole entry, looked up): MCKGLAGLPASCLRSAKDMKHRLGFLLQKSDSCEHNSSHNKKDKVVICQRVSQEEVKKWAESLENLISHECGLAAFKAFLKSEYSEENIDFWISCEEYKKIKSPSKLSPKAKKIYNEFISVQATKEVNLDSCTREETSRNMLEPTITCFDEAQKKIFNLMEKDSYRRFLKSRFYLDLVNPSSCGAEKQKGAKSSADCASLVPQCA
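MLSMR compounds (23 nl, pin-transferred) preincubated 10 min at room temperature with a 500nM (2x) first reagent, then RGS4 at 900nM (2x) plus Transcreener GDP mix added; fluorescence polarization (620/688 nm) read before and after 90 min at 30 °C.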
D2 agonist: agonists of human D2 dopamine receptor; activation, % at 2 µM; HEK293 T-REx D2 cells, calcium flux agonist mode; AID 485358; P14416; actives 0.53% (n = 340,000);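 active = activation over 3 SD above normal in the single-dose calcium agonist read, cut at about 30% in these data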; also: 0% is about no effect
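Tetracycline-induced HEK293 Trex cells with D2 receptor force-coupled to calcium signaling, plated overnight at 30 C and loaded with no-wash calcium dye. Calcium flux read kinetically for 180 s after compound addition; responses flag agonists.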
Vif-APOBEC3G blk: blocks the Vif interaction with human APOBEC3G. HeLa A3G-eYFP + Vif (tagged APOBEC3G with the HIV-1 protein that degrades it), YFP fluorescence, overnight. Potency, µM (top dose mostly 46.1 µM), for inactives: top-dose activity, negative = active, actives largely listed as inhibitors. actives 0.076% (n = 410,000). Q9HC16;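 also: potency is read from the fitted curve at half-maximal effect; % is scaled to controls: 0 for no effect and ±100 for the full control effect; nearly all actives have a fitted effect of over 60% in size; hits raise eYFP signal because A3G escapes Vif-driven loss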
Target sequence (Q9HC16 whole entry, looked up): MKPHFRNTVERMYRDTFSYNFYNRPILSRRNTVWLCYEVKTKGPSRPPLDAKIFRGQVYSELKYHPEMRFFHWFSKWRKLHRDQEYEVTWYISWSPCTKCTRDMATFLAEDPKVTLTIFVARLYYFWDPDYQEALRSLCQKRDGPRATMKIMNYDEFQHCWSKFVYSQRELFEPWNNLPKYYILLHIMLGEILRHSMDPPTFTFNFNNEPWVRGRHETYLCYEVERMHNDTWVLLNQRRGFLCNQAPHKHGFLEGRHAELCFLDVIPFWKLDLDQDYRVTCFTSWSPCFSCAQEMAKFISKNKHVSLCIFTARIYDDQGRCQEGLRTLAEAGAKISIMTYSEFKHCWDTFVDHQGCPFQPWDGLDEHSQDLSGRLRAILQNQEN
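HeLa cells stably expressing Vif and C-terminally eYFP-tagged A3G, seeded overnight at 37 deg C, then exposed to compound by pintool overnight at 37 deg C. Rise in yellow fluorescence (Ex 488/Em 500-530, Acumen) marks blocked Vif-driven A3G degradation.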
D2 antagonist: D2 dopamine receptor (human) antagonism; HEK293 TREx D2 cells, calcium flux, dopamine EC80; inhibition, % at 10 µM; P14416; actives 2% (n = 340,000); in the data active = inhibition above about 30%; also: 0% is about no effect
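Compounds are added to dye-loaded, induced HEK293 T-REx cells coupled to calcium release via D2; after a 3 min kinetic read an EC80 dopamine stimulus is given and fluorescence is recorded for 3 more min.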
ERG-DNA inh: blocks human ERG Ets domain binding to DNA; P11308; fluorescence polarization, His-ERG Ets domain / labelled DNA; Potency, µM (top dose mostly 76.9 µM), for inactives: at the top dose FP activity, negative = inhibition, most hits filed as inhibitors; actives 0.028% (n = 370,000); AID 624246; active = well fitted inhibition curve with a large enough effect in the polarisation, with a control signal flat; inconclusive = small, poorly fitted or top-dose-only effect, or effect the other way, or a change in a side signal; inactive = no such curve, though single readings can be large or run the other way; the % refers to the polarisation;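 also: polarization taken with two DNA probes labelled with fluorescein and Texas red; potency is read from the fitted curve at half-maximal effect; % of control where 0% means no effect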
Target sequence (P11308 whole entry, looked up, the tested form may be a part): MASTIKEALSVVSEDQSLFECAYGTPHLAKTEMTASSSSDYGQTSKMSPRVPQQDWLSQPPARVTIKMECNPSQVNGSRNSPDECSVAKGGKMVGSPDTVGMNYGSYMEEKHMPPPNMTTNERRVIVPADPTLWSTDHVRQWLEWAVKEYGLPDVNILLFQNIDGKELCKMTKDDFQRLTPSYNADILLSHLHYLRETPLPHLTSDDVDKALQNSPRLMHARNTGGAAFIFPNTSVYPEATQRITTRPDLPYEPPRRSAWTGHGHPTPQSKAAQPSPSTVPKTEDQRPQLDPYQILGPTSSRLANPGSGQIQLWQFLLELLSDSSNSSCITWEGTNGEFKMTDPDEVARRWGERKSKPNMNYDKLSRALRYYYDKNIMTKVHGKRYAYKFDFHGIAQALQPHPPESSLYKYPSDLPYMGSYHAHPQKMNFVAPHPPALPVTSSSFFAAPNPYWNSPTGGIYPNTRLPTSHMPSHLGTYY
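His-tagged ERG Ets domain (1 uM in the protein solution; 300mM KCl, 50mM Tris-HCl, 1mM EDTA, 1mM DTT, pH 7.5) received compound, then a probe mix of 5 nM fluorescein-DNA and 100nM Texas-615-DNA. Fluorescence polarization was read for both dyes.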
The depositor's hits bear a star; i = inactive; ? = inconclusive; · = no result given; & = joins results of further samples; [ ] = remark or other dose. Unless noted, calls follow the shape of the dose curve; as a rule, active = well fitted curve in the direction sought with a large enough effect; inconclusive = small, poorly fitted or top-dose-only effect, or another doubt; inactive = no such curve, though single readings can be large; an effect the other way counts as inactive or inconclusive. The list is partial; rates above refer to the full screens.

SMILES | Vif-APOBEC3F blk | LDHA inh | 12-LOX inh | GRP78 ERSR act | RGS4 inh | D2 agonist | Vif-APOBEC3G blk | D2 antagonist | ERG-DNA inh
CCN(CC)CC(=O)Nc1ccc(/C(C)=N/NC2=NCCN2)cc1 | 2% | -2 | -7% | -4% | -4% | 4.9 | 1% | 10 | -10%
CC1CC1C(=O)N1CCN(S(=O)(=O)c2cc(C(F)(F)F)cc(C(F)(F)F)c2)CC1 (stereo not drawn) | 2% | 0 | 16% | -1% | -10% | -1.5 | 1% | 12 | 0%
CCC(=O)Nc1nc(C)nc(C)c1C(C)=O | -3% | -4 | -2% | -3% | 26% | 0.3 | 0% | 0 | 14%
Cc1cccc(COCC(Cc2ccccc2)N2CCN(C(=O)c3ccc(C(F)(F)F)cc3)CCC2=O)c1 (stereo not drawn) | -6% | 5 | · | -3% | -10% | 0.1 | -7% | -26 | -11%
CN1CCN(C2Cc3ccccc3Sc3ccc(Cl)cc32)CC1 (stereo not drawn) | 7% | -6 | ? | -4%&-2%&-7% | -19%[56.9 µM] | · | 0% | · | 0%
COc1ccc(Nc2nc(N/N=C/c3ccc(N(C)C)cc3)nc(C)c2[N+](=O)[O-])cc1 | ? | 4 | 15% | -5% | -4% | -1.4 | 1% | -13 | 7%
O=C(CNc1ccc2ccccc2c1)N/N=C/c1cc2ccccc2nc1Cl | 2% | 15 | -8% | 0% | -11% | -0.8 | -8% | 22 | -4%
O=C(CSc1n[nH]c(=O)[nH]c1=O)c1ccccc1 | 3% | 1 | -12% | -3% | 5% | 0.9 | -4% | 3 | 2%
COc1ccccc1CNC(=O)c1cnc2sc(N3CCCCC3)nn2c1=O | -3% | -11 | -24% | -1% | -14% | -0.3 | 0% | · | 6%
Cc1c(Cl)cccc1NC(=S)NCc1ccc(F)cc1 | -23% | 0 | -18% | -1% | -28% | 0.8 | 0% | 1 | -13%
N#CCCN(C(=O)COc1ccc(Br)cc1F)c1ccc(F)cc1 | 13% | 0 | -15% | -1% | -11%[56.9 µM] | 0.2 | 3% | -9 | -3%
Cc1cc2oc(=O)cc(CN3CCN(C/C=C/c4ccccc4)CC3)c2cc1O | · | 6&19 | ? | · | · | -0.4 | · | -2 | ·
O=CNNC(=O)c1cccc([N+](=O)[O-])c1 | 5% | -7 | 2% | -2% | 8% | 1.7 | -2% | -1 | 4%
CC(=O)N1CCC(C(=O)NC2CC(C)(C)Cc3c2cnn3-c2ccc(F)cc2)CC1 (stereo not drawn) | -6% | -6 | -1% | -3% | 4% | 0.9 | -1% | 18 | -9%
N=c1sccn1CC(=O)Nc1cccc(S(N)(=O)=O)c1 | -4% | -7 | -6% | 2% | 26% | 1.0 | 0% | -14 | -12%
CCCCc1cc(=O)oc2c(C)c(OCC(=O)N3C[C@H]4C[C@@H](C3)c3cccc(=O)n3C4)ccc12 | -3% | 1 | 5% | 0% | -5% | -1.1 | -5% | 3 | 18%
Cc1cc(OCc2ccc(C(=O)NN=C3CCCC3)cc2)ccc1Cl | ? | -4 | 8% | 5% | 14% | -0.5 | -7% | 5 | 16%
CCOC(=O)Cc1csc(NC(=S)NC(=O)c2ccccc2C)n1 | -11% | 0 | -1%[57.4 µM] | -7% | -5% | 0.7 | 2% | 15 | ·
O=C(OCc1c(Cl)cccc1Cl)c1cccnc1Cl | -6% | -4 | -12% | -3% | -1% | · | 1% | · | 1%
CCOC(=O)N1CCN(S(=O)(=O)c2c(C)[nH]c(=O)[nH]c2=O)CC1 | -6% | 0 | 3% | -3% | -17%[11.4 µM] | 0.2 | 0% | 2 | 1%

Next part, overlapping the part above by two compounds.
SMILES | Vif-APOBEC3F blk | LDHA inh | 12-LOX inh | GRP78 ERSR act | RGS4 inh | D2 agonist | Vif-APOBEC3G blk | D2 antagonist | ERG-DNA inh
O=C(OCc1c(Cl)cccc1Cl)c1cccnc1Cl | -6% | -4 | -12% | -3% | -1% | · | 1% | · | 1%
CCOC(=O)N1CCN(S(=O)(=O)c2c(C)[nH]c(=O)[nH]c2=O)CC1 | -6% | 0 | 3% | -3% | -17%[11.4 µM] | 0.2 | 0% | 2 | 1%
O=C(Nc1sc2c(c1C(=O)O)CCC2)c1cccc(Cl)c1 | -5% | -14 | ? | 1% | -14%[56.9 µM] | 0.2 | 5% | -4 | -6%
Cc1ccc(C(=O)C(C)Oc2cccc(NC(=O)c3ccco3)c2)cc1 (stereo not drawn) | -15% | -7 | 0% | 4% | -7% | 0.3 | 0% | 2 | -9%
COc1ccc(NC(C)=O)c(C)c1 | 4% | -11 | -8% | 1% | 25% | 0.1 | 3% | 4 | -3%
Cc1ccccc1C(=O)Nc1cccc(C(=O)Nc2ccccc2C(=O)O)c1 | -1% | -6 | ? | 0% | -5% | 0.5 | -20% | 2 | 0%
Cn1cccc1Cc1nnc(SCC(=O)N2CCCC2)n1CCc1ccccc1 | 0% | -8 | 14% | -5% | -13% | 0.8 | 0% | -2 | 2%
CC1CCCCC1NC(=O)c1cn(C)c2ccc(S(=O)(=O)N3CCCC3)cc2c1=O (stereo not drawn) | -9% | 1 | -14% | -5% | 19% | · | -1% | · | 6%
COCCNc1oc(-c2ccccc2Cl)nc1C#N | -2% | -4&1 | ? | 2% | -6% | 0.5 | -6% | -3 | 8%
Cc1cc(C)cc(NC(=O)c2cccc3c2C(=O)N(C2CCCCC2)C3)c1 | -5%&-2% | -2&-9 | -18% | -4%&-2% | 3%&9% | -0.1&-0.2 | 0%&1% | 22 | -5%&9%
CC(C)Sc1nnc(NC(=O)C2CC2)s1 | 4% | -8 | 0%[57.4 µM] | 1% | 13% | · | 0% | · | -7%
C[C@H](NC(=O)c1nc[nH]c1C(=O)NC(c1ccccc1)c1ccccc1)C(=O)OC(C)(C)C | -20% | 0 | -3% | 10% | -3% | · | -18% | · | 1%
COC(=O)CN(Cc1ccccc1)S(=O)(=O)c1ccc(OC)c(OC)c1 | -6% | -2 | 21% | -3% | -12% | -0.2 | -1% | -3 | ·
N#Cc1nc(Cc2cccc3ccccc23)oc1NCCN1CCOCC1 | 1% | -3 | 0% | -3% | 25% | -0.2 | -9% | 8 | -5%
CCN(Cc1ccccc1)S(=O)(=O)c1ccc(C(=O)Nc2nnc(C)o2)cc1 | -31% | 2 | 93%[activator] | -3% | -1% | -1.2 | 8% | 4 | -12%
COc1ccc(-n2c(=O)c3ccc(C(=O)NCc4ccc(C)cc4)cc3n(CC(=O)Nc3ccc(C)cc3)c2=O)cc1 | ? | -12 | ? | -7% | 14% | 0.8 | -26% | · | -11%
COc1ccc(C(=O)CCNc2ccc(F)cc2)cc1 | 4% | -6 | i | 0% | 5% | 0.0 | 1% | -2 | 18%
CCOC(=O)CC1C(=O)NCCN1C(=S)Nc1ccccc1 (stereo not drawn) | 3% | -1 | 13% | -5% | -11% | -0.6 | 0% | -4 | -2%
O=C(CCC(=O)N1CCOc2ccccc21)N1CCCCC1 | 1% | -4 | 9% | 0% | -1% | 0.5 | 3% | -21 | 5%
Cc1ccc(C)c(C(=O)CSc2nc(-c3ccccc3)nc3c2CCCC3)c1 | -1% | 3 | -10% | -1% | -9% | 1.4 | -8% | · | -12%
COc1ccc(NC(=O)CSC2=Nc3ccccc3C3=NC(CCC(=O)NC4CCCCC4)C(=O)N23)cc1 (stereo not drawn) | 0% | 0 | -12% | -3% | 0% | · | -1% | · | 0%
Cc1nc2c3ccccc3nc(NNC(=O)CCC(=O)NCCN3CCN(c4ccccc4F)CC3)n2n1 | 1% | -1 | · | 0% | -53%[56.9 µM] | 9.7 | 4% | 24 | -6%
Cc1cccc(C(=O)OC2CCOC2=O)c1O (stereo not drawn) | 6% | 0 | -8% | -5% | -4% | 2.0 | 2% | 1 | 2%
COc1ccc(N(C(C)C(=O)N2CCCC2)S(C)(=O)=O)cc1 (stereo not drawn) | -5% | -12 | 16% | 0% | 14% | 0.7 | -3% | 8 | 2%
Cc1ccc(NC(=S)NNC(=O)Cn2nc(C(F)F)cc2C(F)F)cc1 | -6% | -4 | -25% | 0% | -39% | 0.0 | 1% | -6 | -4%
O=C(CN(c1ccc(F)cc1)S(=O)(=O)c1ccccc1)NCCSC1CCCCC1 | -11% | -1 | ? | -6% | 0% | 0.1 | 4% | -15 | 14%
O=C(CN1C(=O)CC(c2ccccc2)Sc2ccccc21)NCC1CCCO1 (stereo not drawn) | 6% | -1 | 7% | -2% | 10% | 2.9 | 5% | 10 | 3%
COc1ccc(NC(=O)c2ccco2)cc1NC(=O)COc1cc(C)cc(C)c1 | 2% | -6 | ? | -9% | 19% | -0.6 | 3% | · | 3%
O=C(NCCCc1nc2ccccc2n1Cc1cccc(Cl)c1)c1ccco1 | -13% | -4 | -3% | -1% | 14% | 0.7 | 6% | · | 1%
Nc1nc(-c2ccc(Oc3ccccc3)cc2)c(CC(=O)O)s1 | ? | 1 | 0% | 0% | -37% | -0.5 | -13% | -3 | -11%
CCCCNC(=S)NC(=O)c1ccc([N+](=O)[O-])cc1 | -1% | 0 | ? | 2% | 25% | -0.2 | -2% | 6 | -4%
CC1=C(C(=O)OC(C)C)C(c2ccccc2)NC(=O)N1C (stereo not drawn) | -4% | -4 | 25% | 0% | -2% | 1.9 | -1% | -23 | 2%
CC1CCN(C(=O)CN2C(=O)C(C)(C)Oc3ccc(C(=O)NC(C)C)cc32)CC1 | 0% | 4 | -11% | -4% | -13% | 0.0 | 4% | -11 | 7%
